Source: PubChem
FXIa mix inh: blocks human factor XIa in pooled compound mixtures | AID 680 | inhibition, % at 5 µM | purified FXIa, fluorogenic substrate | 62,000 tested, 0.19% active;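 note: each value is inhibition by a whole ten-compound pool holding the compound; 0% = enzyme with no mixture and 100% = wells lacking enzyme; strong numbers were not always called active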
CatG inh: blocks human cathepsin G enzyme activity. inhibition, % at 5 µM (by protocol). 62,000 tested, 0.2% active. purified enzyme, AMC-tetrapeptide fluorescence, pooled mixtures. AID 581;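 active = inhibition above 20% in each of the two mixture wells holding the compound; inactive = inhibition of 20% or less in either well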;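 note: 0% = enzyme control without mixture and 100% = blank lacking enzyme; strong numbers were not always called active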
Target sequence (P08311 21-244 limits assumed): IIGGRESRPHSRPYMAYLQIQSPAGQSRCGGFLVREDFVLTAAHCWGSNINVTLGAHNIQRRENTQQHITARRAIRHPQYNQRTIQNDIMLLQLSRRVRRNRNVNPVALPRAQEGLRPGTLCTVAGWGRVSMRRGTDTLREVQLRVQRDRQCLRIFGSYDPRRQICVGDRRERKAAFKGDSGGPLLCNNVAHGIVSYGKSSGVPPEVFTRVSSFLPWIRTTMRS
C1s inh: blocks human complement C1s protease activity; P09871; purified C1s, fluorogenic AMC substrate, pooled mixtures; mean inhibition % of two 10-compound mixtures (stronger effect = higher value), % at 5 µM (by protocol); 62,000 tested, 0.16% active;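 active = inhibition above 20% in each of the two 10-compound mixture wells holding the compound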;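 note: 0% = enzyme wells lacking compound mixture and 100% = no-enzyme blank wells; some compounds called inactive have numbers as strong as hits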
Hsp90 inh: displaces geldanamycin probe from tumor Hsp90. P07900. NCI-N417 lysate Hsp90, Cy3B-geldanamycin FP displacement. inhibition, % at 30 µM. 64,000 tested, 0.35% active;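 active = inhibition above 50%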;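 note: 0% = tracer plus lysate wells and 100% = tracer alone without lysate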
Cdc25B block: inhibitors of human Cdc25B phosphatase. P30305. recombinant Cdc25B, OMFP fluorescence Ex485/Em525. inhibition, %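 (compounds tested at 10 µM final in the well)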. 65,000 tested, 0.1% active; in the data active = inhibition above about 50%
FXIIa inh mix: factor XIIa (human) inhibition, mixture screen. purified FXIIa, fluorogenic substrate, pooled mixtures. inhibition, % at 5 µM. P00748. 62,000 tested, 0.2% active;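 note: 0% = enzyme without compound and 100% = no enzyme blank; some results filed as inactive read as strong as hits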
Target sequence (P00748 20-372 limits assumed): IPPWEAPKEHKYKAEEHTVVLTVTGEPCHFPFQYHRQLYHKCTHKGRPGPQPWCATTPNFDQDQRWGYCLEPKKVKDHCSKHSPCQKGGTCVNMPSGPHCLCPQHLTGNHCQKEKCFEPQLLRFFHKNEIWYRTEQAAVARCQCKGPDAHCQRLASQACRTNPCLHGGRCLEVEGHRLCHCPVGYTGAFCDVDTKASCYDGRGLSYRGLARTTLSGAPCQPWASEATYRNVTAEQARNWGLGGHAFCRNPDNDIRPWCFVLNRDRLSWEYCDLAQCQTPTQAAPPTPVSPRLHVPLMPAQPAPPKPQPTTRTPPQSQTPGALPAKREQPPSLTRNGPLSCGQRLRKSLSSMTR
Target sequence (P00748 373-615 limits assumed): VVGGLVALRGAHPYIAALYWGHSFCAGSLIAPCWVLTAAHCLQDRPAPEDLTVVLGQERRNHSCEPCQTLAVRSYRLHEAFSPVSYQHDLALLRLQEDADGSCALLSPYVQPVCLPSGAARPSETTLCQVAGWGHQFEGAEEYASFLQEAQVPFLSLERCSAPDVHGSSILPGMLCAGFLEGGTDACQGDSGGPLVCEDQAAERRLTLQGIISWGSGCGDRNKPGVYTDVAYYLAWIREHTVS
HTR1A agonist: activates the human 5-HT1a serotonin receptor; activation, % at 10 µM; CHO 5-HT1a Ga15 NFAT-bla reporter, FRET ratio; 0% basal, 100% maximal reference agonist; P08908; 65,000 tested, 0.56% active; AID 567;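 active = activation above the screen-wide mean activation plus 3 SD, cut at about 19% in these data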;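 note: 0% = DMSO wells and 100% = 5-CT at EC100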
CatL block: inhibitors of human cathepsin L; inhibition, %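 (tested at 10 µM)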; 58,000 tested, 0.17% active; P07711; AID 460; purified cathepsin L, fluorogenic substrate, fluorescence; in the data active = inhibition above about 45%;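 note: 0% = enzyme with no compound and 100% = no enzyme blank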
MKP-1 inh: inhibitors of human MKP-1 phosphatase; inhibition, %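 (compounds tested at a single concentration somewhere between 10 and 100 µM)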; 65,000 tested, 0.15% active; P28562; recombinant MKP-1, OMFP hydrolysis fluorescence; AID 374;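 active = inhibition above about 50%, limit read from the data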;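 note: 0% = DMSO max control wells and 100% = wells with enzyme stopped by NaOH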
Numbers without * were called inactive; x = not tested or not shown. Cut-off read from the data, not from the text of the source, unless noted: active = inhibition above about 20% (passing the limit was not always enough); inactive = the rest.

Compound,FXIa mix inh,CatG inh,C1s inh,Hsp90 inh,Cdc25B block,FXIIa inh mix,HTR1A agonist,CatL block,MKP-1 inh
Cc1ccc2c(c1)NC(=O)C(CC(=O)NCCCN1CCCCC1)O2 (configuration not stated),1,-2,-27,0,-13,-3,-2.4,x,-4
O=C(Cn1c(=O)n(Cc2ccco2)c(=O)c2c3c(sc21)CCCC3)Nc1ccccc1,11,5,12,-7,7,0,4.0,0,20
CC(NC(=O)Cc1cccs1)c1ccncc1 (configuration not stated),9,3,3,-23,-8,-4,-2.2,8,13
COc1ccc(CN(C(C)=O)c2cccc(C)c2C)cc1,3,-1,-6,-2,0,7,-1.6,-3,-11
COC(=O)CSc1nc(N2CCOCC2)c2c(c1C#N)CC(C)(C)N(C)C2,3,-3,-12,-18,-3,40,-0.5,7,4
COc1cc(S(=O)(=O)N2CCN=C2c2ccccc2)ccc1F,0,1,8,0,-5,18,0.4,17,-1
O=C(Nc1nc2ccccc2s1)C1CCCO1 (configuration not stated),3,-9,-13,1,-14,-13,-4.6,16,0
CC(C)C(NC(=O)c1cccs1)C(=O)NC1=NCCS1 (configuration not stated),1,-4,-13,-4,-5,9,0.3,19,4
COc1ccc(C2C(=O)c3ccccc3C2=O)c(OC)c1,5,-2,0,0,-7,3,-1.4,8,-14
CCCCc1cc(=O)oc2cc(C)cc(OCC(=O)O)c12,8,8,-6,-5,-3,3,-3.3,-2,3
Cc1ccc(-n2c(=O)cc(N3CCc4ccccc4C3)[nH]c2=O)cc1,x,x,x,-5,-6,x,1.3,x,-6
COc1ccc(CN2C(=O)CN(C3CCCCCC3)C(=O)C2c2ccc(OC)c(OC)c2)cc1 (configuration not stated),-5,2,-10,-1,-12,2,1.6,-1,25
Cc1ccc(OCC(O)CN2CCN(CC(O)COc3ccc(C)cc3Cl)CC2)c(Cl)c1 (configuration not stated),13,12,21,-1,-41,1,0.5,25,6
Cc1csc(NC(=O)CSc2nnc(-c3cccs3)n2C)n1,5,11,10,-1,-11,-9,0.7,6,-6
Cc1ccccc1-n1nc2c(c1NC(=O)c1cc3ccccc3oc1=O)CS(=O)C2 (configuration not stated),-22,-1,-79,-2,16,6,2.2,x,6
Cc1csc(NC(=O)c2c(O)c3c(n(CC(C)C)c2=O)CCCC3)n1,6,1,-21,-4,1,-3,0.2,25,4
COc1c(F)c(F)c(C(=O)Nc2ccccc2N2CCN(C(=O)C(C)C)CC2)c(F)c1F,11,12,19,-5,6,7,-2.1,-2,29
O=C(C1=C(O)C(=O)N(Cc2ccccc2)C1c1cccnc1)c1ccco1 (configuration not stated),1,2,4,1,-7,12,0.8,x,15
O=c1[nH]cnc2cc(-c3ccccc3)sc12,x,x,x,-1,-37,x,-1.5,5,-16
CCC1(CC)C(=O)NC(=O)NC1=NCCc1c[nH]c2ccccc12,4,9,13,-1,7,6,-3.7,14,-14
COc1cccc(C(=O)Nc2ncc3c(n2)CC(C)CC3=O)c1 (configuration not stated),6,9,5,1,-8,-23,-3.2,8,7
CC1CCCN(C(=O)c2ccncc2)C1 (configuration not stated),12,12,0,1,6,5,0.4,-4,12
Cc1cc(NC(=O)CSc2nnc(C3COc4ccccc4O3)o2)no1 (configuration not stated),-6,2,-49,6,-14,-3,-2.9,0,-13
CCC(=O)NC(C)C(c1cccs1)N1CCN(c2ccccc2)CC1 (configuration not stated),x,x,x,0,-9,x,-1.8,x,4
CC1N(O)C(c2ccc(Cl)cc2Cl)N(O)C1(C)C (configuration not stated),x,x,x,2,3,x,-3.4,5,-1
CN=CC1=C(O)c2ccccc2C1=O,10,8,11,0,-11,-3,-3.7,2,-18
O=C(CSc1ccc2nnc(-c3ccncc3)n2n1)NCC1CCCO1 (configuration not stated),6,9,8,-5,-6,8,-0.4,9,-6
O=C(NC(=O)c1cccc(OC(F)(F)C(F)F)c1)OC1CCS(=O)(=O)C1 (configuration not stated),13,0,-11,-1,-14,0,-0.9,2,-2
CCC(=O)N(Cc1cc2cc(OC)ccc2[nH]c1=O)c1cccc(C)c1,x,x,x,-4,-2,x,0.2,x,3
COc1ccc(S(=O)(=O)Nc2ccc(F)c(Cl)c2)cc1OC,2,-2,5,-7,0,-15,0.1,1,1
CN(C)C(=O)CSc1nnc(CCCCCNC(=O)OC(C)(C)C)o1,4,-10,-5,-2,-1,10,-1.1,2,18
CCN1CCN(C(C(=O)NC2CCCC2)c2ccc(Cl)cc2)CC1 (configuration not stated),4,8,12,-2,-17,13,-2.9,8,1
COC(=O)[C@H](CCSC)NC(=O)NCCC1=CCCCC1,0,13,2,-2,-3,-20,-5.0,0,10
Cc1cc(C)c(C)c(OCC(=O)NCC2CCCO2)c1 (configuration not stated),6,9,16,-9,-8,30,0.3,-4,1
c1ccc2[nH]c(SCCN3CCOCC3)nc2c1,3,0,0,6,-9,4,-1.9,-5,5
COc1ccc(-n2c(C)nc3c(cnn3-c3ccc(C)c(C)c3)c2=O)cc1,15,-1,0,-1,-1,0,-1.0,-10,-1
c1ccc2[nH]c(CN3CCCCCC3)nc2c1,16,10,8,0,1,-22,-4.2,21,-4
COC(=O)c1ccc(CSc2ncnc3c2nnn3-c2ccc(OC)cc2)o1,8,3,5,-2,-7,21,0.3,-2,9
CC12CCC(C(=O)N(CCC#N)CCC#N)(CC1=O)C2(C)C (configuration not stated),x,x,x,-2,2,x,2.6,x,-21
CN1CCN(c2nc3c(c(=O)n(C)c(=O)n3C)n2CC(N)=O)CC1,-3,10,5,-1,1,6,-0.9,26,-1
COc1ccccc1NC(=O)CN1C(=O)NC(C)(C)C1=O,6,0,-3,-1,-7,12,-3.5,-5,13
Cc1cccc(CN2CCN(CC(=O)NCc3ccc(F)cc3)C2=O)c1,-45,-18,-114,-4,-16,23,-1.9,12,-4
CN(CCc1ccccn1)C(=O)Nc1ccc(F)cc1,4,6,-3,x,-5,-17,-3.8,0,0
CCOc1ccc(-c2nnc3ccc(SCC(=O)N4CCCCC4)nn23)cc1,5,-4,-27,-1,3,8,-0.6,x,5
O=C(OC1CCOC1=O)c1ccc2ncsc2c1 (configuration not stated),3,11,-1,0,-22,0,-2.0,-4,-1
Cc1nc2ncnn2c(N2CCC(C(=O)NCC3CCCO3)CC2)c1Cc1ccccc1 (configuration not stated),7,9,13,-2,14,-9,0.1,20,-4
O=C1NC(c2cccs2)Nc2sc3c(c21)CCCC3 (configuration not stated),4,10,9,-7,-17,11,12,9,11
COc1cc(C(=O)OC(C)CN2CCN(C)CC2)cc(OC)c1OC (configuration not stated),7,5,5,-2,-11,3,0.3,5,6

Laid out differently: 2 of the compounds above
CCOc1ccc(-c2nnc3ccc(SCC(=O)N4CCCCC4)nn23)cc1
  FXIa mix inh: 5; CatG inh: -4; C1s inh: -27; Hsp90 inh: -1; Cdc25B block: 3; FXIIa inh mix: 8; HTR1A agonist: -0.6; CatL block: x; MKP-1 inh: 5
O=C(OC1CCOC1=O)c1ccc2ncsc2c1 (configuration not stated)
  FXIa mix inh: 3; CatG inh: 11; C1s inh: -1; Hsp90 inh: 0; Cdc25B block: -22; FXIIa inh mix: 0; HTR1A agonist: -2.0; CatL block: -4; MKP-1 inh: -1

Further structures.
Compound,FXIa mix inh,CatG inh,C1s inh,Hsp90 inh,Cdc25B block,FXIIa inh mix,HTR1A agonist,CatL block,MKP-1 inh
CCN(CCNC(=O)C1CCCN(S(=O)(=O)CC)C1)c1ccccc1 (configuration not stated),11,28,-22,2,-7,3,0.0,0,-5
O=C1c2cccnc2C(O)N1Cc1ccc(F)cc1 (configuration not stated),-4,10,-1,3,-5,5,-1.2,4,1
COc1cccc2cc(-c3csc(CCn4nc(C)cc4C)n3)c(=O)oc12,5,-1,-1,-10,-10,-5,3.2,6,23
CCCCN(C(=O)CCC(=O)O)C1CC(=O)N(c2ccc(OCCC)cc2)C1=O (configuration not stated),4,-1,0,0,1,7,1.4,-9,-16
Fc1ccccc1CSc1nnc(-c2ccccc2)o1,4,8,15,-2,-9,2,9.2,-4,8
Cc1cc(NC(=O)CSc2nnc(-c3ccoc3C)n2N)no1,7,-4,3,-3,0,-15,-3.0,2,5
CCOC(=O)C(CC)Sc1nc(N)c(NC(=O)c2ccc(OC)c(OC)c2)c(=O)[nH]1 (configuration not stated),0,11,7,6,-1,-4,-1.7,-4,-1
CCOCCn1c(=O)c2c(nc3n2CCN3c2ccccc2)n(C)c1=O,2,-9,-14,-3,-7,7,-1.4,15,10
COc1ccc(C2c3c(oc4ccccc4c3=O)C(=O)N2CC2CCCO2)cc1 (configuration not stated),2,-8,-14,3,4,10,-3.9,23,-10
CCc1cccc(C)c1NC(=O)C1CCCO1 (configuration not stated),3,1,-33,-1,-14,-1,0.6,18,-4
O=C(NCc1ccccc1)N[C@@H](Cc1ccccc1)C(=O)O,19,9,16,-2,0,17,-1.2,0,-19
Cc1ccc(S(=O)(=O)N2C(=S)SCC2(C)C)cc1,5,-6,-19,0,-15,6,-2.5,-5,0
OCCN(CCO)CC(O)Cn1c2ccccc2c2ccccc21 (configuration not stated),-1,-3,-14,3,1,-17,-2.4,7,-9
Nc1n[nH]c(S(=O)(=O)CCCc2ccccc2)n1,6,-1,-6,1,5,15,15,-11,-4
CCC(=O)n1nc(NCc2ccc(OC)c(OC)c2)nc1NCc1ccc(OC)c(OC)c1,-1,-1,-57,-7,-10,5,-0.9,11,12
Cc1noc(NS(=O)(=O)c2ccc(NC(=O)CSc3n[nH]c(-c4ccccc4)n3)cc2)c1C,3,12,16,-4,-10,-8,-3.2,28,-4
O=C(CSCCNS(=O)(=O)c1ccccc1)Nc1ccccc1,9,-3,-2,-2,-6,7,-1.1,x,7
CC(C)c1nnc(NC(=O)c2c(O)c3cccc4c3n(c2=O)CCC4)s1,-20,-16,-74,0,3,6,0.6,-4,30
Cn1c(NC(=O)CCC2CCCCC2)cc(=O)n(C)c1=O,5,1,-3,-4,-10,-5,-1.7,x,8
O=C(Nc1ccc(Oc2ccccc2)cc1)C1CCCO1 (configuration not stated),-1,-5,-12,0,-5,10,-0.6,20,3
